Screens from PubChem.
NPC1 promoter act: qHTS Assay for NPC1 Promoter Activators; Huh7 NPC1 promoter luciferase reporter, 24 h; Potency, µM (titrated, usually from 9.22 µM), for the others: at the highest dose activation, most hits filed as activators; hit rate 2.4% among 320,000;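 note: potency is the fitted concentration of half-maximal effect; % of control where 0% means no effect; nearly all actives have a fitted effect of over 60% in size; reporter is driven by a mutant NPC1 promoter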
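Luminescence read-out of NPC1 promoter-driven luciferase in stably transfected Huh7 cells; compounds delivered in DMSO and left 24 h at 37C, 5% CO2, qHTS titration format.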
Giardia killer: Small Molecules that selectively kill Giardia lamblia: qHTS; Giardia lamblia trophozoite viability; AID 540267, 2011; activity change, % at 7.66 µM, hits read low; hit rate 0.15% among 340,000; in the data active = activity change below about -80%; inconclusive = between about -30% and that limit;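 note: parasites exposed to compound for two days anaerobically before the ATP read; % is set by controls: 0 for no effect and ±100 for the full control effect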
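Media and compound were dispensed first, then trophozoites at 100 cells/well; plates sat 48 hrs at 37 deg C without oxygen before ATP luminescence reagent was added and read after 15-30 min at room temperature.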
Menin-MLL TR inh: qHTS Assay for Inhibitors Targeting the Menin-MLL Interaction in MLL Related Leukemias: Competition With Texas Red Labeled MLL-derived Mutant Peptide. Menin + Texas Red MLL mutant peptide, fluorescence polarization. Potency, µM (titrated, usually from 61.6 µM), inactives show at the top dose FP activity change, negative = inhibition, hits mostly inhibitors. hit rate 0.23% among 270,000. AID 1768, 2009; active = well fitted inhibition curve with a large enough effect in the polarisation, with a control signal flat, not every such curve was filed as active; inconclusive = small, poorly fitted or top-dose-only effect, or effect the other way, or a change in a side signal; inactive = no such curve, though single readings can be large or run the other way; the % refers to the polarisation; note: potency is the fitted concentration of half-maximal effect; % of control where 0% means no effect; many of its hits are not listed in these tables
FLuc modulator: qHTS profiling assay for firefly luciferase inhibitor/activator using purifed enzyme and Km concentrations of substrates (counterscreen for miR-21 project) | purified FLuc, Km substrates, luminescence inhibition | Potency, µM (series often up to 57.5 µM), for inactives: at the top dose activity change, negative = inhibition, usual class: inhibitors | hit rate 6.9% among 360,000 | AID 588342, 2011;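 note: potency is the fitted concentration of half-maximal effect; plate controls were vehicle for no effect and reference inhibitor for full effect; nearly all actives have a fitted effect of over 55% in size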
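Purified P. pyralis luciferase (10nM final) with 10uM D-luciferin and 10uM ATP (Km levels) in 50mM Tris acetate pH 7.5, 10mM Mg acetate, 0.01% Tween-20, 0.05% BSA; qHTS 6-point titration, ~60 µM downward; luminescence read.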
PKM2 act: qHTS Assay for Activators of Human Muscle isoform 2 Pyruvate Kinase; Pyruvate kinase PKM (Homo sapiens), P14618; purified PKM2, Kinase-Glo ATP luminescence, activation; response scale: 0% is enzyme alone, no compound; Potency, µM (titrated, usually from 57.5 µM), without a hit: at the top dose activation, most hits filed as activators; hit rate 0.34% among 260,000; note: potency is the fitted concentration of half-maximal effect; % is set by controls: 0 for no effect and ±100 for the full control effect; nearly all actives have a fitted effect of over 55% in size
Target sequence (P14618 whole entry, looked up, canonical isoform): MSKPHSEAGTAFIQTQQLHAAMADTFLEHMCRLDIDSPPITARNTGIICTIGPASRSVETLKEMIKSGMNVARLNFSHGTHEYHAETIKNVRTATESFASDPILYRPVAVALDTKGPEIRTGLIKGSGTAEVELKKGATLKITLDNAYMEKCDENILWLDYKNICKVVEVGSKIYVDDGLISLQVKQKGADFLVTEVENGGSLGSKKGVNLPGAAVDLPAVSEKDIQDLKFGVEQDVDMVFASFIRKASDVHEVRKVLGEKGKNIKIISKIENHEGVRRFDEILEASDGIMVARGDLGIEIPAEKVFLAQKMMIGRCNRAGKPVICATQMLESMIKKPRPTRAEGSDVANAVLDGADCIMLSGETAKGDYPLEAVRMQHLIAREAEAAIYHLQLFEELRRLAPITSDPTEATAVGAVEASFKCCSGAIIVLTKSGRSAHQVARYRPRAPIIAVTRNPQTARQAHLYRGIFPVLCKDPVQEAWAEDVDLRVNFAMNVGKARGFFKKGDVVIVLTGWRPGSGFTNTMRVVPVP
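Kinase-Glo luminescence reports ATP generated from ADP (0.1 mM) and PEP (0.5 mM) by purified hPK-M2 after 1 h at room temperature, pH 7.2 imidazole buffer; intermediate enzyme activity allows detecting inhibitors and activators.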
RORg inh: qHTS for inhibitors of ROR gamma transcriptional activity | AID 2551, 2010 | Potency, µM (top dose mostly 53.6 µM), for the others: top-dose activity change, negative = inhibition, usual class: inhibitors | hit rate 5.4% among 310,000 | Drosophila S2 Gal4-RORgamma UAS-luciferase reporter, 20 h; note: potency is the fitted concentration of half-maximal effect; % is set by controls: 0 for no effect and ±100 for the full control effect; nearly all actives have a fitted effect of over 60% in size
Target sequence (P51450 whole entry, looked up, the tested form may be a part): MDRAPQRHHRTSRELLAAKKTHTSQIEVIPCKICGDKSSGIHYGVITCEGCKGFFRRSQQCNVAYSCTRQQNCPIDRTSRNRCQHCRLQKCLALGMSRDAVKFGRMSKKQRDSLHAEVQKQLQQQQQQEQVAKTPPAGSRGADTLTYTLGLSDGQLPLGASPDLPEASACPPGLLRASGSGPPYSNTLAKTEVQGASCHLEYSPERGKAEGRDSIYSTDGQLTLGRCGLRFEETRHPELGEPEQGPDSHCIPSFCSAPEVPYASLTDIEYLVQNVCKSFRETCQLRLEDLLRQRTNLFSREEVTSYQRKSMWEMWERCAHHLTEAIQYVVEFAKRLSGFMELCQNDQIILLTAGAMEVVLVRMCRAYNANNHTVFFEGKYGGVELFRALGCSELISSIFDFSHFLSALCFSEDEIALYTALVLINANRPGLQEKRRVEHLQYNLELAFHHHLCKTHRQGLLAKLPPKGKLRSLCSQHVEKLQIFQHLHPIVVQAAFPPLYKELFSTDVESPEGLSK
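Luciferase reporter read in Schneider cells carrying Gal4-RORγ (mouse) and UAS-Photinus luciferase; cells given compound 1 h before 700 uM copper sulfate induction, then incubated 20 h at ambient temperature.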
BRCA1 expr up: qHTS Assay to Identify Small Molecule Activators of BRCA1 Expression; MCF7-BRCA1-FFLuc reporter, luminescence, 48 h; response scale: scaled: vehicle 0%, 10 µM genistein 100%; Potency, µM (highest dose often 46.1 µM), without a hit: at the highest dose activation, most hits filed as activators; hit rate 1.1% among 380,000; note: potency is the fitted concentration of half-maximal effect; nearly all actives have a fitted effect of over 80% in size; some results filed as inactive show a strong effect at the top dose
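Reporter cells (MCF7, BRCA1 promoter-firefly luciferase) received library compounds across a concentration series for 48 h. End-point luminescence was measured and concentration-effect curves derived after normalization.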
p53 reactivation: qHTS assay for re-activators of p53 using a Luc reporter; H1299 p53-A138V BP100-luciferase reporter, luminescence, 24 h; Potency, µM (highest dose often 92.2 µM), for the others: top-dose activity change, positive = activation, most hits filed as activators; hit rate 0.063% among 320,000; AID 504706, 2011; note: potency is the fitted concentration of half-maximal effect; % of control where 0% means no effect; nearly all actives have a fitted effect of over 45% in size
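H1299 (p53-null), stable ts p53-A138V + BP100-Luc; 1000 cells/well, Opti-MEM/10% FBS; cpd 4 pt, 1:5; 24 h, 37 deg C, 5% CO2; detection reagent 10 min RT; luminescence.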
ELG1 genotox: qHTS screen for small molecules that induce genotoxicity in human embryonic kidney (HEK293T) cells expressing luciferase-tagged ELG1; HEK293T ELG1-luciferase reporter, luminescence, 16 h; Potency, µM (highest dose often 46 µM), for inactives: at the top dose activity change, positive = activation, actives largely listed as activators; hit rate 1.3% among 330,000; note: potency is the fitted concentration of half-maximal effect; % of control where 0% means no effect; nearly all actives have a fitted effect of over 60% in size
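Step 1: seed 2,000 HEK293T ELG1-luciferase cells per well. Step 2: add compound or DMSO, incubate 16 hr at 37 °C. Step 3: ONE-Glo, 30 min at room temperature, read luminescence.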
Gal4-VP16 FLuc: VP16 counterscreen qHTS for inhibitors of ROR gamma transcriptional activity. Drosophila S2 Gal4-VP16 UAS-luciferase, luminescence, 20 h. Potency, µM (highest dose often 53.6 µM), without a hit: at the highest dose activity, negative = inhibition, usual class: inhibitors. hit rate 3.5% among 310,000. AID 2546, 2010;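 note: Gal4-VP16 expression switched on by copper sulfate through the metallothionein promoter; potency is the fitted concentration of half-maximal effect; % is set by controls: 0 for no effect and ±100 for the full control effect; nearly all actives have a fitted effect of over 50% in size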
Rab9 prom act: qHTS Assay for Rab9 Promoter Activators. Potency, µM (highest dose often 9.22 µM), without a hit: at the top dose activation, negative = inhibition, actives largely listed as activators. hit rate 2.8% among 320,000. Huh7 Rab9 promoter-luciferase reporter, luminescence, 24 h; note: potency is the fitted concentration of half-maximal effect; % of control where 0% means no effect; nearly all actives have a fitted effect of over 60% in size
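Cell-based reporter: Huh7 stable for Rab9 promoter-driven luciferase, plated in reduced-serum medium with 10% FBS at 1500 cells/well, compound-treated 24 h at 37 °C, luminescence read after 10 min reagent.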
An asterisk follows results filed as active; ? = inconclusive; . = no result given; & = joins results of further samples; [ ] = remark or other dose. Unless noted, calls come from the whole dose curve; as a rule, active = well fitted curve in the direction sought with a large enough effect; inconclusive = small, poorly fitted or top-dose-only effect, or another doubt; inactive = no such curve, though single readings can be large; an effect the other way counts as inactive or inconclusive. Some of the compounds tested (hit frequency here may not be typical).

SMILES	NPC1 promoter act	Giardia killer	Menin-MLL TR inh	FLuc modulator	PKM2 act	RORg inh	BRCA1 expr up	p53 reactivation	ELG1 genotox	Gal4-VP16 FLuc	Rab9 prom act
CC(C)=CCN1CCN(Cc2nc(-c3ccc(F)cc3)cs2)CC1CCO (centres undefined)	-5%	-16	.	-6%	-2%	-2%	3%	-3%	-8%	4%	-4%
CN=C1C([N+](=O)[O-])=CC=C2C1=NC1(CCCCC1)N2O	-3%	5	-19%	-19%	0%	-5%	44%	-8%	-1%	0%	-1%
Cc1ccc(CCNC(=O)C2CCCN(S(=O)(=O)c3c(C)nn(C)c3C)C2)cc1 (centres undefined)	2%	-10	0%	-2%	-9%	37%	0%	-7%	2%	0%	-5%
Cc1nn(C)c(Cl)c1CN1CCC(Oc2ccc(C(=O)N3CCCC3)cc2)CC1	2%	4	.	4%	2%	-28%	-31%	0%	0%	1%	5%
COc1ccc(OC)c(CCNC(=O)c2ccc(CS(=O)Cc3ccc(Cl)cc3)o2)c1 (centres undefined)	0%	12	.	-2%	.	22%	-7%	-2%	-6%	-11%	-2%
CC(C)c1ccc(NC(=O)CSc2nc3ccsc3c(=O)n2Cc2ccc(C(=O)O)cc2)cc1	-3%	-10	?	-2%	.	39%	-8%	-8%	1%[9.26 µM]	-2%	-10%
O=C(CN1C(=O)C2(OCCCO2)c2ccccc21)NCc1ccccc1	2%	-2	1%	1%	7%	22%	-3%	-2%	-1%	9%	-3%
Cc1cc(F)c(F)c(C(=O)N2CCOCC2)c1	-3%	2	-3%	12%	-6%	-22%	-5%	8%	-1%	3%	-1%
COC(=O)c1nn(-c2cccc(Cl)c2)cc(OC)c1=O	0%	4	-10%	-3%	.	-5%	-2%	-4%	2%	4%	-2%
O=C1CSC(c2cccc([N+](=O)[O-])c2)N1c1ccc(O)cc1 (centres undefined)	-3%	6	9%	0%	-3%	8%	-2%	13%	-3%	-2%	-4%
O=C(CCn1cnc(-c2ccccc2)c1-c1ccccc1)N/N=C/c1ccccc1O	-9%	-23	5%	3%	-3%	?	-74%	?	17%	2.8µM*	-6%
COc1ccc(CCC(=O)N2CCN(c3ccc([N+](=O)[O-])cc3)CC2)cc1OC	-4%	2	0%	0%	.	25%	-30%	-3%	-9%	-3%	-5%
O=C(NC1CCC(O)CC1)c1ccc(S(=O)(=O)NCc2ccco2)cc1 (centres undefined)	8%	1	.	0%	-20%	-5%	20%	-5%	-1%	-2%	0%
O=C(NCc1ccco1)/C(=C/c1ccco1)NC(=O)c1ccccc1	-7%	18	10%	-4%	.	1%	-10%	-2%	-5%	6%	1%
Cc1ccc(Nc2nc(N)nc(CC#N)n2)cc1	?	4	0%	11µM*	6%	17%	98%	?	18µM*	-3%	?
CN(C(=O)c1ccc(OC2CCN(S(=O)(=O)N(C)C)CC2)cc1)C1CCCCC1	-11%	5	-18%	-11%	1%	31%	-5%	4%	-8%	7%	-16%
COc1ccc(NCc2nnc(SCC(=O)c3ccc(OC)cc3)n2C)cc1	12%	8	-10%	-17%	-17%	-1%	-9%	-34%[inhibitor]	5%	?	2%
O=C(c1cc(F)ccc1F)C1CCCN(C(=O)c2ccc3nccnc3c2)C1 (centres undefined)	0%	32[activator]	5%	-15%	.	14%	-9%	0%	0%	18%	-3%
COc1cc(C2C(C#N)=C(N)Oc3cc(N)ccc32)cc(OC)c1OC (centres undefined)	-19%	-6	10%	2%	-19%	38%	-86%	-13%	?	-2%	-24%
CC(C)(C)C(=O)COC(=O)c1cc2ccccc2cc1O	-1%	1	.	6.7µM*	1%	11%	23%	28%	?	1%	1%
Cc1sc2ncnc(N/N=C/c3ccc(O)cc3)c2c1C	-7%	-19	?	19µM*	-1%	16µM*	-61%	5%	8%	4.5µM*	-6%
O=C(NCC(=O)N1CCOCC1)c1ccccc1	-2%	-25	0%	-6%	-5%	18%	77%	10%	15%	-4%	19%
Cc1ccc(CN2C(=O)C(Cc3ccccc3)Nc3ncnc(N4CCCCC4)c32)cc1 (centres undefined)	-4%	-20	.	5%	.	.	-12%&-9%	4%	-2%	.	-3%
O=C(COC(=O)C1=Cc2ccccc2OC1)NC1CCCC1	-4%	-22	15%	1%	?	20%	-1%	4%	-6%	13%	-4%
CCN(CC)c1ccc(/C=N/NC(=O)C2CC2)cc1	16%	8	-5%	15µM*	0%	9%	33%	3%	?	18%	?

Three of the entries above in order of their number in Menin-MLL TR inh, descending.
compound	NPC1 promoter act	Menin-MLL TR inh	PKM2 act	RORg inh	p53 reactivation	Rab9 prom act
COc1cc(C2C(C#N)=C(N)Oc3cc(N)ccc32)cc(OC)c1OC (centres undefined)	-19%	10%	-19%	38%	-13%	-24%
Cc1cc(F)c(F)c(C(=O)N2CCOCC2)c1	-3%	-3%	-6%	-22%	8%	-1%
CCN(CC)c1ccc(/C=N/NC(=O)C2CC2)cc1	16%	-5%	0%	9%	3%	?

2 entries from above, comma-delimited:
mol,NPC1 promoter act,Giardia killer,Menin-MLL TR inh,FLuc modulator,PKM2 act,RORg inh,BRCA1 expr up,p53 reactivation,ELG1 genotox,Gal4-VP16 FLuc,Rab9 prom act
O=C1CSC(c2cccc([N+](=O)[O-])c2)N1c1ccc(O)cc1 (centres undefined),-3%,6,9%,0%,-3%,8%,-2%,13%,-3%,-2%,-4%
COC(=O)c1nn(-c2cccc(Cl)c2)cc(OC)c1=O,0%,4,-10%,-3%,.,-5%,-2%,-4%,2%,4%,-2%

Later entries:
SMILES	NPC1 promoter act	Giardia killer	Menin-MLL TR inh	FLuc modulator	PKM2 act	RORg inh	BRCA1 expr up	p53 reactivation	ELG1 genotox	Gal4-VP16 FLuc	Rab9 prom act
O=C1OC(Nc2ccc(Cl)cn2)c2ccccc21 (centres undefined)	1%	-9	.	?	1%	8%	-4%	-7%	1%	2%	-3%
CC(C)(O)C#Cc1ncc(C(F)(F)F)cc1Cl	-1%	-6	1%	4%	3%	-15%	-1%	2%	4%	-7%	1%
COc1ccc(CCNC(=O)CSCc2n[nH]c(=O)[nH]2)cc1OC	-3%	7	-10%	-1%	1%	-25%	0%	1%	-4%	-2%	1%
Cc1cc(/C=C2/NC(=O)N(c3ccccc3)C2=O)c(C)n1C(C)C	3.2µM*	-2	-8%	4.8µM*	0%	-13%	82%	?	?	-9%	1.6µM*
COc1ccc(-c2c(NC(=O)c3ccco3)oc3ccccc3c2=O)cc1	-6%	-1	.	-1%	.	8%	-16%	0%	0%	10%	-8%
Cc1ccc(NC(=S)N(Cc2ccccc2)C(C)C)cc1	-5%	9	.	?	0%	10µM*	6%	4%	-1%	?	8%
CC1CCCN(C(=O)COC(=O)C2CCN(S(=O)(=O)c3c(Cl)cccc3Cl)CC2)C1 (centres undefined)	-4%	-2	.	4%	.	.	-18%	-1%	1%	.	-4%
Cc1cccc(N(C(=O)c2snc(C(N)=O)c2N)C(C(=O)NC2CCCC2)c2ccc(C)o2)c1 (centres undefined)	-4%	10	13%	0%	9%	1%	-27%	1%	0%	13%	1%
CCS(=O)(=O)c1nc(S(=O)(=O)c2ccc(Cl)cc2)c(N2CCc3ccccc3C2)s1	-1%	11	5%	-2%	1%	21%	-37%	-8%	-2%	?	-3%
CCOc1nc(-c2ccccc2)ccc1-c1noc(-c2ccncc2)n1	0%	-1	?	-2%	5%	-3%	-3%	-4%	3%	-8%	3%
COc1cccc(N=Nc2c(=O)[nH]n3c(=O)c4c([nH]c23)CCC4)c1	1%	7	?	?	1%	-10%	4%	10%	1%	-3%	-4%
CN1CCN(C(=O)c2cn(C)c3ccc(S(=O)(=O)N(C)C4CCCCC4)cc3c2=O)CC1	-4%	-3	1%	8%	6%	3%	1%	1%	4%	-2%	-7%
